Screens deposited in PubChem BioAssay by several laboratories.
Hep lipid drop – hepatic lipid droplet formation modulation; AML12 mouse hepatocytes, oleate lipid droplets, BODIPY imaging; inhibition, % at 6.5 µM; hit rate 0.4% among 240,000;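 active = lipid droplet intensity inhibited by at least 50%, with more than 500 cells counted; inconclusive = wells with under 300 cells, treated as cytotoxic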
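Assay system: AML12 hepatocytes (mouse); Probe or stimulus: oleic acid at 100 µM to induce lipid droplet formation; Dosing: compound at 6.5 µM only; Schedule: compound with oleate, overnight; Detection: fluorescence imaging, 20x objective, two fields per well; Measure: % inhibition of lipid droplet signal.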
bCat nuc transl – alters nuclear translocation of beta-catenin in HeLa cells; immunofluorescence imaging; nuclear translocation activity, % at 5 µM; hit rate 0.3% among 190,000; AID 1665;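 active = nuclear translocation activity above 50% at 5 µM, with a well cell count of 50 or more; inconclusive = wells under 50 cells across six images, flagged as toxic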;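 note: per-cell ratio of nuclear to cytoplasmic median beta-catenin stain intensity; plate controls were DMSO negative control for no effect and GSK-3 inhibitor IX positive control for full effect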
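System: Human HeLa cells, endogenous beta-catenin | Compound dosing: 5 µM primary, 0.02–20 µM confirmation | Timing: 24 h compound exposure at 37°C, 5% CO2 | Measured by: Fluorescence imaging of beta-catenin antibody stain plus DAPI | Read-out basis: % activation of per-cell nuclear versus cytoplasmic median beta-catenin signal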
Dynein transport – blocks dynein driven cargo transport along microtubules. 3617.4 mouse cells, GR-EGFP nuclear translocation imaging; test concentration mostly 20 µM; stimulated with dexamethasone, 1 µM; active compounds read low. z-score, hits read low. hit rate 0.47% among 220,000. AID 1381;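 active = plate z-score of nuclear minus cytoplasmic receptor signal below a set negative limit, without overly bright fluorescence or cell loss, cut at about -3.5 in these data, passing the limit was not always enough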;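 note: z-score of nuclear minus cytoplasmic ring GR-EGFP intensity difference per well; some compounds called inactive have numbers as strong as hits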
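Buffer or medium: tet-free medium with charcoal-stripped serum / Also added: dexamethasone agonist, 1.0 µM final, for 30 min / Timing: induction 48 h, compound 1 h, agonist 30 min / Measured by: high-content fluorescence imaging after fixation / Read-out: nuclear-to-cytoplasmic GR-EGFP distribution per well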
NOD2 inhibition – NOD2 signaling inhibitors, cell-based, luminescence, uHTS, HEK293 (AID 1566); HEK293 NOD2/NF-kB luciferase reporter, luminescence; higher % means a stronger effect; inhibition, % at 4 µM; hits with a dose series show EC50 in µM; hit rate 0.63% among 290,000; in the data active = inhibition above about 50%; note: many of its hits are not listed in these tables
Ins promoter up – MIN6 insulin promoter up-regulation; MIN6 insulin promoter-GFP reporter, high-content imaging; active compounds read high; z-score at 5 µM; hit rate 0.3% among 190,000; AID 1625;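 active = z-score above 3 at 5 µM with at least 500 cells counted in the well; inconclusive = wells under 500 cells, flagged as cytotoxic or low count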
WT yeast gro inh – growth inhibition of WT yeast, mitochondrial fusion screen; hit rate 2.1% among 190,000; inhibition, % at 10 µM; AID 1362; mitochondrial fusion phenotypic screen, WT strain; in the data active = inhibition above about 58%; tested in S. cerevisiae
Autophagy mod – modulators of autophagy; hit rate 0.98% among 190,000; calls only at 10 µM (by protocol); AID 463193; MEF GFP-LC3 puncta imaging; test concentration mostly 10 µM;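 active = percentage of spot-positive cells more than 3 SD above its plate mean, without a fluorescence outlier flag or 80% toxicity; inconclusive = no clear call, values can overlap the other calls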;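 note: spot-positive cell cutoff set from DMSO-treated cells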
Yfh1-off respiration – mitochondrial function rescue without frataxin homolog – Friedreich's ataxia, plus single-dose screen, dose response (AID 1465) | S. cerevisiae Yfh1-off respiration, WST-1 reduction, 72 h; higher fold induction means a stronger effect | fold induction at 50 µM, or EC50 in µM where a hit was titrated | hit rate 0.074% among 220,000;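 active = fold induction of absorbance versus untreated yeast above a set limit, then at least 30% activation at any dose in follow-up; inconclusive = repeats straddling the limit, or above it without dose testing; inactive = fold induction below the set limit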;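 note: activators that raise dye reduction in frataxin-depleted yeast; strong numbers were not always called active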
MT stabilizer – stabilizes microtubules in HeLa cells; hit rate 0.83% among 200,000; HeLa tubulin immunostaining HCS, 24 h; share of cells brighter than vehicle mean+2SD; % tubulin-high responders, % at 10 µM;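 active = plate Z-score above 3 for both tubulin-high and condensed-nucleus cell shares, with cell loss under 80%, at 10 µM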;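 note: anti alpha tubulin signal scored within the nucleus-defined area of each cell; some results filed as inactive read as strong as hits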
WT yeast gro inh mutant strain – recorded beside WT yeast gro inh, whose call it bears; inhibition, %; mitochondrial fusion phenotypic screen, mutant strain inhibition
Dynein transport cytoplasmic EGFP – also measured in Dynein transport; calls as there; z-score; measured here: cytoplasmic GR-EGFP intensity; active compounds read high
Dynein transport nuclear GR-EGFP – also measured in Dynein transport; calls as there; z-score; measured here: nuclear GR-EGFP intensity;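 lower value marks the stronger effect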
Dynein transport cell count – recorded beside Dynein transport, whose call it bears; z-score; measured here: cell count per field
Ins promoter up cell count – further read-out of Ins promoter up, marked with its call; cell count; measured here: cytotoxicity, nuclei count;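 total cells summed across four imaged fields per well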
Hep lipid drop cells 6.5 µM – recorded beside Hep lipid drop, whose call it bears; cell count; measured here: cell count, cytotoxicity flag;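 cells counted across two imaged fields per well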
bCat nuc transl cell count 5 µM – further read-out of bCat nuc transl, marked with its call; cell count; measured here: cell count, cytotoxicity flag
MT stabilizer Hoechst-high % – second read-out of MT stabilizer, no call of its own (marks repeat the call); % Hoechst-high responders; measured here: nuclear condensation Hoechst responders;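 share of cells brighter than vehicle mean plus two SD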
MT stabilizer cytotoxicity % – recorded beside MT stabilizer, whose call it bears; toxicity, %; measured here: cytotoxicity by cell density;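 0% = mean cell density of plate MIN control wells and 100% = no cells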
Autophagy mod cell loss 18 h – second read-out of Autophagy mod, no call of its own (marks repeat the call); toxicity, %; measured here: cell loss, nuclei count;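 cell loss after 18 h compound exposure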
Starred values were filed as active, the others as inactive; i = inactive; ? = inconclusive; . = no result given. Not all compounds are listed, so the mix of outcomes need not match the whole.

SMILES	Hep lipid drop	Hep lipid drop cells 6.5 µM	bCat nuc transl	bCat nuc transl cell count 5 µM	Dynein transport	Dynein transport cytoplasmic EGFP	Dynein transport nuclear GR-EGFP	Dynein transport cell count	NOD2 inhibition	Ins promoter up	Ins promoter up cell count	WT yeast gro inh	WT yeast gro inh mutant strain	Autophagy mod	Autophagy mod cell loss 18 h	Yfh1-off respiration	MT stabilizer	MT stabilizer Hoechst-high %	MT stabilizer cytotoxicity %
CCC(CO)N=CC1=C(O)CC(C)(C)CC1=O (stereo not drawn)	.	.	-0.6	790	1.6	-0.021	0.97	-1.1	13%	0.85	1253	9	4	i	8	i	5.7	2.6	6.6
COCCn1c(-c2ccc(Br)cc2)nc2oc3cc(OC)ccc3c(=O)c2c1=O	-11	710	1.2	1347	-0.037	-0.26	-0.32	1.1	10%	-0.98	989	.	.	.	.	i	.	.	.
CCOC(=O)NC(Nc1sc2c(c1C(=O)OC)CCN(C)C2)(C(F)(F)F)C(F)(F)F	.	.	-5.9	959	0.27	-0.099	0.66	-0.69	6%	-0.02	1087	1	-4	i	-34	i	5.2	1.9	12
COC(=O)N(NC(=O)C(O)(C(C)C)C(C)C)c1ccccc1	-2	695	0.3	1298	0.72	-0.17	0.23	-0.97	5%	.	.	.	.	.	.	i	.	.	.
COC(=O)C1=C(C)NC(C)=C(C(=O)OC)C1c1ccc(OC(=O)c2oc3ccccc3c2C)c(OC)c1	-7	762	-0.9	606	0.042	-0.26	1.1	-0.28	2%	-0.37	1216	14	2	i	11	i	2.6	2.0	3.9
CN1CCCCCC1=NC1=C(C#N)CCCC1	.	.	-4.6	907	-0.32	-0.23	-0.014	0.16	-4%	0.86	1437	-13	-21	i	-6	i	2.7	2.2	8.4
NC(=O)NC(=O)COC(=O)c1ccccc1OCc1ccc(F)cc1	2	704	0.1	1269	-1.3	-0.26	-0.36	1.9	6%	0.55	973	.	.	.	.	i	.	.	.
O=C(O)c1c[nH]c2ccc(F)cc2c1=O	3	678	4.3	835	0.1	-0.13	0.044	-0.48	14%	0.08	1523	10	-5	i	-5	i	3.9	1.6	3.1
O=c1cc(N2CCc3ccccc32)[nH]c(=O)n1-c1ccccc1	-4	714	2.5	1002	0.48	0.15	1.1	-1.2	16%	0.32	1190	4	-4	i	-3	i	2.8	2.0	7.0
CCOC(=O)N1CCC(Nc2nc(OC)nc(OC)n2)CC1	2	781	.	.	-0.12	-0.29	-0.12	0.31	1%	-0.14	871	2	5	i	-6	i	1.1	2.2	23
Cc1ccc(NNC(=O)c2ccno2)c(C)c1	.	.	4.8	1192	0.56	-0.25	0.044	-0.042	-73%	0.77	1436	.	.	.	.	i	.	.	.
O=C(CN1CCOCC1)NNC(=S)Nc1ccccc1	4	749	-0.5	1019	0.48	-0.32	0.012	0.2	2%	-0.39	1441	7	11	i	-16	i	5.1	1.9	3.4
CSc1cccc(NC(=O)CN(C)S(=O)(=O)c2ccc(C)cc2)c1	.	.	3.0	1158	2.2	-0.19	1.2	-0.41	9%	0.14	1219	34	17	i	-6	i	2.9	1.8	7.8
S=C1NCN(CCc2ccccc2)CN1Cc1ccccc1	-35	628	-1.1	1006	-0.3	-0.28	-0.16	0.98	-73%	.	.	.	.	.	.	i	.	.	.
CCCNC(=O)CCn1c(=S)oc2ccccc21	-1	689	-1.0	1304	-0.73	-0.24	0.014	1.1	7%	-0.06	1062	.	.	.	.	i	.	.	.
CCOc1cccc(-c2nnc3sc(COc4ccc(Cl)cc4)nn23)c1	.	.	0.4	1109	-0.95	-0.37	-0.15	0.37	-3%	-0.45	1094	-1	19	i	6	i	3.6	2.4	7.2
O=C(NC1CCCCCCC1)c1cc(-c2ccccn2)nc2ccccc12	7	690	-1.8	1058	-0.94	-0.2	-0.85	0.44	6%	0.94	1262	44	8	i	2	i	1.0	1.7	4.2
OCCNCCCOc1ccc(Cl)cc1Br	.	.	0.5	1333	-0.64	-0.15	-0.37	0.045	19%	-0.87	1482	4	3	i	11	i	1.5	1.4	3.3
O=C(NCCNS(=O)(=O)c1cccc(C(F)(F)F)c1)c1cc(OCC(F)(F)F)ccc1OCC(F)(F)F	.	.	-0.8	1411	-0.44	0.01	-0.48	0.46	-6%	-0.12	1517	-7	-10	i	0	i	1.3	2.7	12
Cn1c(/N=C/c2cccs2)nc2ccccc21	.	.	-0.5	1353	1.9	-0.36	0.81	-0.24	7%	-0.2	1547	5	0	i	8	i	4.4	2.7	18

The list goes on; the last 2 above are carried over.
SMILES	Hep lipid drop	Hep lipid drop cells 6.5 µM	bCat nuc transl	bCat nuc transl cell count 5 µM	Dynein transport	Dynein transport cytoplasmic EGFP	Dynein transport nuclear GR-EGFP	Dynein transport cell count	NOD2 inhibition	Ins promoter up	Ins promoter up cell count	WT yeast gro inh	WT yeast gro inh mutant strain	Autophagy mod	Autophagy mod cell loss 18 h	Yfh1-off respiration	MT stabilizer	MT stabilizer Hoechst-high %	MT stabilizer cytotoxicity %
O=C(NCCNS(=O)(=O)c1cccc(C(F)(F)F)c1)c1cc(OCC(F)(F)F)ccc1OCC(F)(F)F	.	.	-0.8	1411	-0.44	0.01	-0.48	0.46	-6%	-0.12	1517	-7	-10	i	0	i	1.3	2.7	12
Cn1c(/N=C/c2cccs2)nc2ccccc21	.	.	-0.5	1353	1.9	-0.36	0.81	-0.24	7%	-0.2	1547	5	0	i	8	i	4.4	2.7	18
Cc1cc(-n2c(SCCC#N)nnc2-c2cccnc2)ccc1Cl	-4	684	-1.6	1225	-0.25	-0.17	0.28	0.72	6%	-0.08	1278	6	-4	i	16	i	3.0	1.3	3.3
O=C(Nc1ncc2c(n1)-c1ccccc1OC2)c1ccc(Cl)cc1Cl	.	.	-1.2	1405	-0.57	-0.14	-0.34	0.51	12%	0.68	1472	23	9	i	21	i	1.2	1.1	8.1
CCCc1cc(NCC2CCCO2)n2c(nc3ccccc32)c1C#N (stereo not drawn)	-2	734	1.4	1174	-1.1	0.18	-0.4	1.2	28%	-1.1	1032	10	6	i	-8	i	0.7	1.2	5.1
Cc1ccc(CC(=O)Nc2nc3c(s2)CCCC3)cc1	-2	751	6.1	1105	-1.1	-0.055	-0.3	0.47	-41%	0.46	933	31	41	i	2	i	1.2	0.9	12
CCCCNC(=O)COC(=O)CCC(=O)c1ccc(Cl)cc1	-22	698	-0.7	1098	-0.046	0.63	0.09	0.48	1%	-0.3	1347	0	-4	i	-4	i	3.5	3.1	7.3
CCOC(=O)/C=C/C(=O)OCC(=O)NCc1ccccc1	-13	340	-1.0	969	-2.5	-0.0056	-1.1	0.51	0%	0.5	1369	-15	-2	i	2	?	3.3	2.4	9.0
Cn1nnc(-c2ccc(OCc3ccccc3F)cc2)n1	2	692	.	.	-0.11	-0.23	0.24	-0.23	-106%	0.52	1189	14	13	i	1	i	2.4	1.7	0.7
O=C(COC(=O)c1oc2ccccc2c1CSc1ccc(Cl)cc1)NC1CCCC1	5	702	.	.	0.71	-0.15	0.1	-0.75	7%	-0.54	1450	52	28	i	15	i	5.2	2.1	5.5
COc1ccc(C2CC(=O)Oc3c(C(CCN4CCCC(C)C4)c4ccc(N(C)C)cc4)c(OC)cc(OC)c32)cc1 (stereo not drawn)	-1	779	-1.4	1072	-0.28	-0.71	-0.038	0.12	-12%	0.95	561	.	.	.	.	i	.	.	.
COc1cccc(-n2c(COc3ccc(C)cc3)nnc2SCC(N)=O)c1	.	.	-8.9	1049	-0.74	-0.18	-0.12	-0.43	8%	-0.08	1480	-2	-15	i	-11	i	4.2	2.3	6.7
O=C(Nc1ccccc1N1CCN(C(=O)c2ccccc2)CC1)c1ccc(Cl)cc1	-20	658	5.3	956	-0.47	-0.35	-0.25	0.02	7%	0.09	1419	4	-2	i	48	i	1.0	1.1	5.4
COC(=O)C1=C(N)Oc2cc(N(C)C)ccc2C1c1ccccc1OC (stereo not drawn)	.	.	0.6	682	-0.29	-0.29	-0.37	-0.24	-10%	-0.35	1353	0	41	i	26	?	27*	62*	33*
COc1ccc2c(c1)c(=O)oc1cc3occ(C(C)(C)C)c3cc12	-4	764	.	.	-0.51	0.16	-0.022	0.5	2%	-0.29	870	-4	-11	i	0	.	1.2	1.3	10
CC1=CC(C)(C)n2c(O)c(N=N)c3c(C)ccc1c32	1	780	-1.1	1351	-0.55	-0.27	0.14	1.1	-24%	0.84	1026	.	.	.	.	i	.	.	.
COc1cccc(CNc2ncc(Br)cc2Br)c1O	.	.	1.3	1378	0.22	-0.12	0.43	0.31	-38%	-0.23	1560	9	1	i	-2	i	3.1	5.4	7.7
CCOC(=O)Cc1csc(NC(=O)CSc2nnc(C(C)C)n2CC)n1	1	723	-10	602	-0.52	-0.081	-0.35	0.31	10%	.	.	-6	9	i	-7	i	4.0	3.4	5.9
O=C(C[n+]1cccc(/C=N/O)c1)N1CCCc2ccccc21	0	684	-0.6	1071	2	-0.34	0.46	-0.96	15%	-0.91	1373	-8	18	i	0	i	1.5	2.2	5.5
